Screens as filed in PubChem BioAssay.
PKM2 act = activators of human pyruvate kinase M2. P14618. purified PKM2, Kinase-Glo ATP luminescence, activation; response scale: 0% is enzyme alone, no compound. Potency, µM (doses to about 57.5 µM), for the others: at the top dose activation, hits mostly activators. actives 0.34% (n = 260,000); further: potency means the concentration at half of the fitted maximal effect; on the % scale 0 is the no-effect control and ±100 the full control effect; nearly all actives have a fitted effect of over 55% in size
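hPK-M2, >95% pure; 0.1 mM ADP / 0.5 mM PEP final; imidazole pH7.2 buffer w/ 7 mM MgCl2, 50 mM KCl; 1 h RT; Kinase-Glo lum. Intermediate enzyme activity for dual inhibitor/activator qHTS.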
Rab9 promoter act = activators of Rab9 promoter. Huh7 Rab9 promoter-luciferase reporter, luminescence, 24 h. Potency, µM (series often up to 9.22 µM), for the others: at the highest dose activation, negative = inhibition, usual class: activators. actives 2.8% (n = 320,000). AID 485297; further: potency means the concentration at half of the fitted maximal effect; % of control where 0% means no effect; nearly all actives have a fitted effect of over 60% in size
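Huh7 reporter line, Rab9 promoter upstream of luciferase. Compound exposure 24 h at 37 °C in reduced-serum medium with 10% FBS. Read-out: luminescence.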
ELG1 DNA repair = inhibitors of ELG1-dependent DNA repair in HEK293T cells. HEK293T ELG1-luciferase reporter, luminescence, 16 h; DNA damage induced by 5-fluorouridine. Potency, µM (highest dose often 46.1 µM), for the others: at the top dose activity change, negative = inhibition, actives largely listed as inhibitors. actives 2.3% (n = 330,000). AID 504467; further: potency means the concentration at half of the fitted maximal effect; on the % scale 0 is the no-effect control and ±100 the full control effect; nearly all actives have a fitted effect of over 55% in size
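Cells (2,000 per well) received 5-fluorouridine plus test compound or DMSO and were incubated 16 hr at 37 °C, 5% CO2. Luciferase activity was read by luminescence 30 min after ONE-Glo addition; signal suppression marked inhibition of damage-induced ELG1 function.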
Menin MLL FP TR = inhibitors of human menin-MLL interaction, mutant MLL peptide; O00255; actives 0.23% (n = 270,000); Potency, µM (highest dose often 61.6 µM), without a hit: at the highest dose FP activity change, negative = inhibition, usual class: inhibitors; Menin + Texas Red MLL mutant peptide, fluorescence polarization; AID 1768; active means well fitted inhibition curve with a large enough effect in the polarisation, with a control signal flat, not every such curve was filed as active; inconclusive means small, poorly fitted or top-dose-only effect, or effect the other way, or a change in a side signal; inactive means no such curve, though single readings can be large or run the other way; the % refers to the polarisation; further: potency means the concentration at half of the fitted maximal effect; % of control where 0% means no effect; many of its hits are not listed in these tables
Gal4-VP16 FLuc = inhibits Gal4-VP16 luciferase reporter, ROR gamma counter-screen | Drosophila S2 Gal4-VP16 UAS-luciferase, luminescence, 20 h | Potency, µM (series often up to 53.6 µM), for the others: at the top dose activity, negative = inhibition, actives largely listed as inhibitors | actives 3.5% (n = 310,000) | AID 2546;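 further: Gal4-VP16 expression switched on by copper sulfate through the metallothionein promoter; potency means the concentration at half of the fitted maximal effect; on the % scale 0 is the no-effect control and ±100 the full control effect; nearly all actives have a fitted effect of over 50% in size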
RORgamma inh = inhibitors of mouse ROR gamma transcriptional activity; P51450; Drosophila S2 Gal4-RORgamma UAS-luciferase reporter, 20 h; Potency, µM (doses to about 53.6 µM), without a hit: top-dose activity change, negative = inhibition, most hits filed as inhibitors; actives 5.4% (n = 310,000); further: potency means the concentration at half of the fitted maximal effect; on the % scale 0 is the no-effect control and ±100 the full control effect; nearly all actives have a fitted effect of over 60% in size
Target sequence (P51450 whole entry, looked up, the tested form may be a part): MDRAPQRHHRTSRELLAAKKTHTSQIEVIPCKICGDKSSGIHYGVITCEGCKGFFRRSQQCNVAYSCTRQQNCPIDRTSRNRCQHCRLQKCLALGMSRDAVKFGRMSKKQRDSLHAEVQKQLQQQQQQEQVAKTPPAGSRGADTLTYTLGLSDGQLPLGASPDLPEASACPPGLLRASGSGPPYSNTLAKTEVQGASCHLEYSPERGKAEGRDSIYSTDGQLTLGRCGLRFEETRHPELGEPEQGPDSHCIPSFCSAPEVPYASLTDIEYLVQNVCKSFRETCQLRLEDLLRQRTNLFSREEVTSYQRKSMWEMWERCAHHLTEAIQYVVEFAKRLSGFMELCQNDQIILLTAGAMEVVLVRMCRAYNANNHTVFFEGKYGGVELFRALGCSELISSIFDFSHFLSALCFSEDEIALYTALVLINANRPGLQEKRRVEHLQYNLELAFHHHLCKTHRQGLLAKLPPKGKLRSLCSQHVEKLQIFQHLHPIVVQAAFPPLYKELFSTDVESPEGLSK
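Stably transfected Drosophila Schneider cells are the test system, with ROR gamma fused to Gal4 and luciferase under UAS control; luminescence is read after 20 hr of 700 uM copper sulfate induction at ambient temperature.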
MBNL1 CUG block = MBNL1-poly(CUG) RNA binding inhibition | Q9NR56 | TR-FRET MBNL1-His/biotin-(CUG)12 binding, 665/545 ratio | Potency, µM (top dose mostly 57.5 µM), inactives show top-dose activity change, negative = inhibition, usual class: inhibitors | actives 0.036% (n = 280,000) | AID 2675; active means well fitted inhibition curve with a large enough effect in the signal ratio, with a control signal flat, not every such curve was filed as active; inconclusive means small, poorly fitted or top-dose-only effect, or effect the other way, or a change in a side signal; inactive means no such curve, though single readings can be large or run the other way; the % refers to the signal ratio; further: potency means the concentration at half of the fitted maximal effect; on the % scale 0 is the no-effect control and ±100 the full control effect
Target sequence (Q9NR56 whole entry, looked up): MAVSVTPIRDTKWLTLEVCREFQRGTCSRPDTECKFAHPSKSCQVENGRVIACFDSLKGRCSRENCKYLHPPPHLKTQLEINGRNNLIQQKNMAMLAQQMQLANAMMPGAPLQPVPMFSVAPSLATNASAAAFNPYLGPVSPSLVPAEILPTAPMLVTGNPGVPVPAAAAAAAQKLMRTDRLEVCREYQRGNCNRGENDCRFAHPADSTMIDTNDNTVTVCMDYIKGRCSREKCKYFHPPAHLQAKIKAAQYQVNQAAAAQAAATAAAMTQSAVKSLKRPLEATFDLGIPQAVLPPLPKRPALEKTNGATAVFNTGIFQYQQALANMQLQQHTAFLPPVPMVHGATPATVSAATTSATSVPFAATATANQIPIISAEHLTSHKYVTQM
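TR-FRET between His-tagged MBNL1 and biotin-(CUG)12 RNA, detected with Tb anti-His antibody (0.055 ng/ul) and streptavidin-XL665 (5 nM), 60 min at room temperature. Compounds titrated 92 nM to 58 uM; 665/545 nm ratio normalized to buffer and complex controls.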
NPC1 prom act = activates the NPC1 promoter. Huh7 NPC1 promoter luciferase reporter, 24 h. Potency, µM (highest dose often 9.22 µM), inactives show at the top dose activation, actives largely listed as activators. actives 2.4% (n = 320,000);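 further: potency means the concentration at half of the fitted maximal effect; % of control where 0% means no effect; nearly all actives have a fitted effect of over 60% in size; reporter is driven by a mutant NPC1 promoter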
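Stably transfected Huh7 (NPC1 promoter→luciferase), 1500 cells/well in Opti-MEM + 10% FBS, 2 h settle, then compound 24 h at 37 °C. Luminescence after 10 min with Amplite reagent.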
FLuc counter = counter-screen for miR-21 project: firefly luciferase inhibitors or activators; P08659; purified FLuc, Km substrates, luminescence inhibition; Potency, µM (titrated, usually from 57.5 µM), for the others: top-dose activity change, negative = inhibition, actives largely listed as inhibitors; actives 6.9% (n = 360,000);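 further: potency means the concentration at half of the fitted maximal effect; plate controls were vehicle for no effect and reference inhibitor for full effect; nearly all actives have a fitted effect of over 55% in size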
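Purified P. pyralis luciferase, 10 nM final, with Km-level 10 uM D-luciferin and 10 uM ATP in 50 mM Tris acetate pH 7.5, 10 mM Mg acetate, 0.01% Tween-20, 0.05% BSA; 6-point qHTS titration about 60 µM downward; luminescence read.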
Mito fusion yeast = mitochondrial division inhibition or fusion activation; S. cerevisiae fusion-defective mutant growth rescue, CellTiterGlo 48 h; Potency, µM (series often up to 46.1 µM), for the others: top-dose growth rescue (activation), usual class: activators; actives 0.23% (n = 320,000); AID 485298;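 further: potency means the concentration at half of the fitted maximal effect; % of control where 0% means no effect; nearly all actives have a fitted effect of over 45% in size; temperature-sensitive fusion mutants such as fzo1-1 at 37 °C on non-fermentable ethanol glycerol medium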
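Luminescent cell viability in 1536-well qHTS format served as the measure of rescued growth in ts fusion-mutant S. cerevisiae cultured on non-fermentable YPEG for 48 hours at 37C.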
KCNH2 3.1 inh = blocks the human KCNH2 3.1 channel isoform | U2OS KCNH2 3.1, thallium flux FluxOr; hits give low values | activity change, % (tested at about 1.8 µM) | actives 0.95% (n = 340,000);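 active means maximum activity change below -70%; inconclusive means maximum activity change from -70% to -50%; inactive means maximum activity change above -50%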;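 further: thallium influx rate constant from kinetic fluorescence after stimulation buffer; on the % scale 0 is the no-effect control and ±100 the full control effect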
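Channel expression came from 3.1 mutant virus (1.77 x 10^8 /mL) applied to suspended U2OS cells for 4 h. Flux was tracked with FluxOr dye plus Red40 quencher, and kinetic rate constants normalized to controls.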
Active calls of the source: *; ? = inconclusive; . = not tested or not shown; [ ] = remark or other dose. Unless noted, the call rests on the fitted dose curve; in most records, active means well fitted curve in the direction sought with a large enough effect; inconclusive means small, poorly fitted or top-dose-only effect, or another doubt; inactive means no such curve, though single readings can be large; an effect the other way counts as inactive or inconclusive. An excerpt. The share of hits here may be higher or lower than overall.

SMILES	PKM2 act	Rab9 promoter act	ELG1 DNA repair	Menin MLL FP TR	Gal4-VP16 FLuc	RORgamma inh	MBNL1 CUG block	NPC1 prom act	FLuc counter	Mito fusion yeast	KCNH2 3.1 inh
O=C1c2ccccc2C(=O)N1Cc1nc2ccccc2c(=O)n1CCCN1CCOCC1	1%	6%	3%	-15%	1%	-1%	-5%	-4%	?	0%	4
CS(=O)(=O)N(CC(=O)Nc1ccc2c(c1)OCCO2)Cc1ccccc1	-1%	-5%	15%	23%	4%	-19%	?	0%	4%	2%	8
c1ccc(N2CCN(c3nc(-c4ccccn4)nc4ccccc34)CC2)cc1	0%	-37%[inhibitor]	?	-11%	1.6µM*	0.28µM*	14%	1%	?	-4%	?
CCCCN(Cc1cc2ccccc2[nH]c1=O)C(=O)c1ccccn1	-14%	0%	21%	5%	-5%	9%	-13%	2%	0%	0%	-11
O=C(NCCOC(=O)c1ccccc1)c1ccc([N+](=O)[O-])cc1	-4%	5%	5%	17%	.	.	?	4%	4%	2%	12
COc1ccc(CNC(=O)CCS(=O)(=O)c2ccc3c(c2)CCN3C(C)=O)cc1	-2%[0.46 µM]	-7%	2%	-24%	-5%	-3%	3%	1%	0%	-4%	-7
CC(=N)C1=C(O)CC(c2ccccc2)CC1=O (stereo not given)	8%	-2%	22%	?	-3%	16%	-4%	-5%	-1%	-3%	3
CCCc1cc(=O)[nH]c(SCC(=O)N2CCCC2=O)n1	.	-5%	4%	.	.	.	.	-3%	-1%	1%	-17
CCCc1nnc(NC(=O)CSc2ncn[nH]2)s1	4%	-2%	3%	4%	-5%	-4%	0%	0%	3%	-1%	-6
OCC(O)C1OC(Nc2ccc(Br)cc2)C(O)C1O (stereo not given)	2%	-1%	15%	8%	1%	-5%	16%	-3%	1%	3%	24
CCN(CC(=O)Nc1ccccc1OC)C(=O)COc1ccc2ccccc2c1	-8%	-5%	-1%	-5%	-3%	0%	2%	-4%	-3%	1%	-3
Cc1cc(C)cc(OCC(=O)OCC(=O)c2c(N)n(C)c(=O)n(C)c2=O)c1	15%	-5%	10%	-7%	1%	7%	0%	-5%	1%	-1%	-19
CC(C)(C)NC(=O)C1CC(=O)OC12CCCCC2 (stereo not given)	-1%	1%	11%	-4%	3%	20%	5%	-1%	3%	-1%	-13
CC(=O)NC(CC(=O)Nc1nc(-c2ccc(N(C)S(C)(=O)=O)cc2)cs1)c1ccccc1 (stereo not given)	2%	-9%	?	?	11µM*	4%	-4%	-3%	?	3%	-6
c1csc(-c2nn3c(-c4ccncc4)nnc3s2)c1	-5%	-1%	-11%	6%	1%	5%	5%	-8%	-2%	-4%	.
Cc1ccc(S(=O)(=O)N2CCOC2CNC(=O)C(=O)NCCCc2ccccc2)cc1 (stereo not given)	1%	0%	?	.	?	13%	-2%	-7%	3%	-1%	0
N=c1c(C(=O)NCC2CCCO2)cc2c(=O)n3ccccc3nc2n1Cc1ccc(Cl)cc1 (stereo not given)	.	0%	?	.	4%	-2%	?	-6%	-1%	-1%	-131*
COCCNC(=O)/C(C#N)=C/c1ccc(OC(=O)c2cccs2)c(OC)c1	2%	12%	?	-7%	-7%	-34%	3%	-2%	?	-17%	-17
O=C(OCCCc1cc2ccccc2c(=O)o1)c1ccc2c(c1)OCO2	.	-6%	1%	.	.	.	.	-3%	-2%	24%	9
Nc1cc(=O)[nH]c(SCC(=O)Nc2nnc(-c3ccccc3)s2)n1	-2%	14%	?	25%	-9%	-3%	-5%	8%	24µM*	-8%	17
Cc1ncoc1C(=O)Nc1ccccc1C(N)=O	4%	-1%	-11%	-3%	21%	17%	0%	0%	-2%	-4%	6
Cc1c(OCC(=O)Nc2cccnc2)ccc2c3c(c(=O)oc12)CCC3	.	28%	?	.	2%	-3%	0%	30%	19µM*	1%	5
O=C(N/N=C/c1cccs1)c1ccc2ncccc2c1	-19%	4%	?	-3%	?	11µM*	?	3%	?	4%	11
COc1ccc(C(=O)NC(C)c2nnc(SCC(=O)Nc3nc(C)cs3)n2C)cc1 (stereo not given)	-3%	2%	2%	.	-6%	4%	-5%	2%	-2%	-1%	15
COc1ccc(C(=O)c2cc3c(cc2[N+](=O)[O-])OCCO3)cc1	-1%	1%	?	?	-17%	1%	?	-1%	-1%	-3%	29
CCC(c1nnc(SCC(=O)Nc2cc(C)on2)o1)N(C)C (stereo not given)	.	-4%	?	.	.	.	.	-10%	-1%	-2%	-4
c1ccc2sc(NC3=NCN(CCN4CCOCC4)CN3)nc2c1	0%	?	-3%	11%	-1%	18%	-6%	2%	-1%	5%	10
Cc1ccc(CNS(=O)(=O)c2ccc(-n3cnnn3)c(C)c2)cc1	-1%	-2%	5%	8%	-17%	?	-6%	-6%	1%	4%	0
CC1=CC(C)(C)N2C(=O)C3(C(C#N)=C(N)Oc4cc(O)ccc43)c3c(C)c(C)cc1c32 (stereo not given)	3%	1%	2%	8%	-12%	2.8µM*	4%	1%	5%	6%	.
Fc1ccc(N/N=C(/c2ccccc2)c2ccccn2)cc1	-2%	-1%	4%	?	?	?	3%	2%	?	6%	1
CC(=O)Nc1ccc(S(=O)(=O)Nc2ccccc2N2CCOCC2)cc1	.	-6%	-18%	.	.	.	.	0%[1.84 µM]	0%	-8%	12
CCn1c(C)c(C)c2cc(C(=O)Nc3cccc(Cl)c3)ccc21	-8%	26%	-14%	?	-25%	2%	-12%	18%	?	-8%	-6
COc1ccc(Cc2noc(CN3CCNC(=O)CC3)n2)cc1OC	0%	4%	3%	-3%	-6%	1%	0%	-2%	1%	2%	-8
CC(NC(=O)C1CCCCC1)c1ccc2c(c1)OCCO2 (stereo not given)	-5%	-9%	-5%	-7%	0%	11%	7%	-1%	1%	-3%	-6
COc1ccc(O)c(C2=Nc3ccccc3N=C(c3ccco3)C2)c1	-1%	0%	-7%	?	-10%	14%	21%	-3%	-1%	6%	-11
C(=N\Nc1nc(-c2ccccc2)cs1)/c1cccs1	8%	?	?	?	3%	-25%	4%	21%	5.4µM*	?	7
CC1CC(C)(C)CC2(C1)NC(=O)N(CC(=O)N(C)Cc1nc3ccccc3c(=O)[nH]1)C2=O (stereo not given)	.	-4%	5%	.	.	.	.	-1%	0%	-1%	-12
CC1CN(C(=S)SCCN2Cc3ccccc3C2=O)CC(C)O1 (stereo not given)	-2%	8%	-20%	-7%	-6%	4%	-8%	1%	-10%	0%	-5
COc1ccc(CNC(=O)CN2CCC(C(=O)c3ccc(OC)cc3)CC2)cc1	-2%	-3%	?	-11%	-3%	37%	-17%	-5%	0%	-4%	-10
COc1ccc(CCNS(=O)(=O)c2cccs2)cc1	-17%	-3%	11%	-4%	5%	40%	-9%	9%	-2%[2.3 µM]	-3%	-24
NC(=O)c1ccc(NC(=O)COC(=O)c2ccc(Cl)nc2)cc1	.	8%	7%	.	.	.	.	4%	-1%	5%	29
CCOc1ccccc1NC(=O)COC(=O)c1cccc(-c2ccc(OC(C)=O)cc2)c1	-5%	8%	-10%	1%	-26%	24%	2%	0%	-14%	1%	-11
O=C(CC1C(=O)NCCN1C(=O)c1ccc(F)cc1)OCc1ccccc1 (stereo not given)	3%	2%	1%	4%	0%	-1%	-6%	-5%	1%	-7%	-2
Cc1ccc(S(=O)(=O)CCC(=O)NCc2ccccc2)cc1	-1%	-7%	0%	-1%	2%	16%	.	-1%	-1%	1%	4
Cc1cc2c(=O)n(C)c(SCC(=O)Nc3cccc(F)c3)nc2s1	6%	-1%	?	-18%	1%	54%	4%	-1%	0%	-10%	-1
O=C(NCc1cccnc1)c1cccc(S(=O)(=O)Nc2cccc(Cl)c2)c1	.	2%	-10%	.	.	.	.	-2%	-1%	0%	-41
Cc1nn(-c2cccc(Cl)c2)c(Cl)c1/C=N/NC(=O)c1cccnc1	7%	-1%	-8%	19%	-2%	12%	.	-2%	?	-9%	2
O=C(O)c1cccc2sc3cc(Cl)ccc3c(=O)c12	.	-1%	13%	.	.	.	.	-1%	1%	2%	10
COC(=O)Cc1ccc(NC(=S)NC(C)(C)C)cc1	1%	13%	?	-2%	-13%	?	0%	5%	13µM*	-9%	-17
